PKA-R1A act = activators of PKA-R1A holoenzyme, primary screen, biochemical, fluorescence polarization, Cy5-IP20, bovine R1A, mouse PKAc; cAMP-dependent protein kinase type I-alpha regulatory subunit (Bos taurus) + …; PKA-R1A dissociation; scaled: DMSO 0%, 113 µM cGMP 100%; activation, % at 11.4 µM; 0.083% of 340,000 active; AID 504707, 2011;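 active means percent activation above the mean of all tested compounds plus 3 SD, cut at about 19% in these data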;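 further: higher means more PKAc released from R1A so a rise in polarization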
SR-BI DiI-HDL act = activators of SR-BI mediated DiI-HDL uptake, primary screen, ldlA[mSR-BI] CHO cells, DiI fluorescence; 0.096% of 320,000 active; activation, % at 12.5 µM; AID 504775, 2011; 3 h; 100 = double the neutral-control signal;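 active means mean replicate activation of at least 60% and every replicate at or above 60%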;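 further: 0% = median plate neutral-control signal and 100% = twice that signal; values of inactives mirror those of a sister screen read the other way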
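Test system: SR-BI-overexpressing, LDLR-lacking CHO cells. Measured by: DiI fluorescence, bottom read. Medium: Ham's F12 with 0.5% BSA, HEPES 25 mM, pH 7.4. Timing: 3 h uptake period with compound, 37 °C.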
dFosB activator = activators of delta FosB homodimer, primary screen, biochemical, fluorescence polarization, TAMRA-CDK5 oligo, single point; Protein FosB (Mus musculus), P13346; purified delta FosB; percent of positive-control signal above neutral wells; activation, % at 25 µM; 0.99% of 340,000 active;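 active means mean activation above about 17%, with every replicate also reaching it, limit read from the data, passing the limit was not always enough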;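 further: fluorescence polarization rise as delta FosB binds a TAMRA Cdk5 AP-1 oligo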
Target sequence (P13346 whole entry, looked up): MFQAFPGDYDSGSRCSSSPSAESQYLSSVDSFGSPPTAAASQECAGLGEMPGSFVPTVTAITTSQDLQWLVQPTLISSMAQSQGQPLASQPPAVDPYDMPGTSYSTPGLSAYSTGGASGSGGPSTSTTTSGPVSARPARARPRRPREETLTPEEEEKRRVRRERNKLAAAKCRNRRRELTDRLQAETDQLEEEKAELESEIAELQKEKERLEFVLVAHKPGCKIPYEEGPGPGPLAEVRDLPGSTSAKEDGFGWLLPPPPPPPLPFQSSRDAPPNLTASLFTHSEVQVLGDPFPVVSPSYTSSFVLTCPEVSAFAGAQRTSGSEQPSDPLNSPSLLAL
CDK5 inh = inhibitors of human CDK5/p35 kinase, primary screen, biochemical, single concentration | Recombinant CDK5/p35, ADP-Glo luminescence, 60 min | 0.01% of 330,000 active | Cyclin-dependent kinase 5 (Homo sapiens) + Cyclin-dependent kinase 5 activator 1 (Homo … | AID 488839, 2010 | inhibition, % at 10 µM;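 active means highest replicate inhibition of at least 50% and at least 75% of replicates reaching 50%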;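 further: plate controls were DMSO neutral control for no effect and GW8510 at 10 µM for full effect; many of its hits are not listed in these tables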
Arr AP2 block = inhibitors of beta-arrestin/AP2 binding, primary screen, biochemical, GPCR trafficking, flow cytometry; beta-arrestin 1 C-terminal peptide binding to AP2 beta2-adaptin appendage (human); FITC-arrestin peptide / GST-AP2 beads; AP2 beta2 appendage carries R879A mutation; inhibition, % at 10 µM; 0.31% of 340,000 active; AID 504490, 2011;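 active means inhibition above a set limit, near 3 SD of compounds lacking own fluorescence, cut at about 54% in these data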;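 further: plate controls were DMSO wells for no effect and 5 µM unlabelled arrestin peptide for full effect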
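Test system: GST-tagged AP2 beta2-adaptin appendage (R879A) on 4 µm glutathione beads; also added: fluorescein-tagged arrestin peptide at 50 nM final; timing: 12 min plus 1 h, RT; signal: flow cytometry, FL1 (488/535 nm); read-out: percent drop in bead-associated FITC signal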
MITF TRPM1 HTS = activators of MITF-driven TRPM1 promoter reporter, primary screen, cell-based, SK-MEL-5, luciferase, single point; AID 588334, 2011; 0.75% of 300,000 active; SK-MEL-5 TRPM1-promoter luciferase, 24 h; % of positive control, neutral wells = 0; activation, % at 12.5 µM;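 active means mean activation of at least 80% with every replicate also reaching 80%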;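 further: 0% = neutral control wells and 100% = parthenolide positive control wells; values of inactives mirror those of a sister screen read the other way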
PKA-R2B act = activators of PKA-R2B holoenzyme, primary screen, biochemical, fluorescence polarization, Cy5-IP20, human | cAMP-dependent protein kinase catalytic subunit beta (Homo sapiens) + cAMP-dependent … | PKA-R2B holoenzyme dissociation; R2B truncated from residue 108, S112A mutant; 0% DMSO only, 100% 113 µM cGMP | activation, % at 11.4 µM | 0.079% of 340,000 active | AID 504700, 2011;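 active means activation above a cutoff set at the mean over all compounds plus 3 SD, cut at about 18% in these data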;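 further: higher means more holoenzyme dissociation and a rise in polarization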
Target sequence (P31323 whole entry, looked up, other chains not shown, the tested form may be a part): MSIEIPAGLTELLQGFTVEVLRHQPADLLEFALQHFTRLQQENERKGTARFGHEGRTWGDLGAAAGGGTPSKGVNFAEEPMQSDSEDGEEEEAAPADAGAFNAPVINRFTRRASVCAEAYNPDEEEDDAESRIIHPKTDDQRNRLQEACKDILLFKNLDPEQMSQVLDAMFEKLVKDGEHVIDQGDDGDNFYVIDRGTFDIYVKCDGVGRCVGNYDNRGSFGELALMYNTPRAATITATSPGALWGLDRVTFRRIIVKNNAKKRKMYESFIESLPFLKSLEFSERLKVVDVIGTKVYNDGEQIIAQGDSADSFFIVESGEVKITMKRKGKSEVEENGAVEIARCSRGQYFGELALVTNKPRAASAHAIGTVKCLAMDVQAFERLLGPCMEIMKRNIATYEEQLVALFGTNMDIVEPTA
SUMO Mot1 rescue = yeast Mot1-301 growth rescue at high temperature, primary screen, SUMOylation pathway inhibitor project, S. cerevisiae, ATP luminescence, 38.5C. growth rescue, % at 18.8 µM. 1% of 320,000 active. S. cerevisiae Mot1-301 growth rescue; percent above DMSO median, 100 means doubled;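 active means every valid replicate shows activation above 250% relative to neutral control wells; inactive means the rest, any valid replicate at or below 250%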;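 further: OY570 slx delta 5 strain wells were the positive control but not used for scaling; some compounds called inactive have numbers as strong as hits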
NSD2 HMT inh = NSD2 histone methyltransferase inhibitors, primary screen, biochemical, AlphaScreen, single concentration, set 2 | 0.54% of 310,000 active | inhibition, % at 12.5 µM | Histone-lysine N-methyltransferase NSD2 (Homo sapiens), O96028 | NSD2 peptide methylation, 120 min; in the data active means inhibition above about 50%
SR-BI HDL uptake = inhibitors of SR-BI mediated HDL lipid uptake, primary screen, ldlA[mSR-BI] cells, fluorescence, single point. Scavenger receptor class B member 1 (Mus musculus), Q61009. ldlA[mSR-BI] CHO cells, DiI-HDL uptake fluorescence, 3 h. inhibition, % at 12.5 µM. 0.96% of 320,000 active;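 active means mean replicate inhibition of at least 70% and a set share of replicates each scoring 70 or more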;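 further: 0% = median of neutral control wells and 100% = median of positive control wells; values of inactives mirror those of a sister screen read the other way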
DSG3 Ab inh = inhibitors of pemphigus antibody binding to DSG3, primary screen, biochemical, bead-based, flow cytometry, scFv-GFP; DSG3-coupled beads, scFv-anti-DSG3-GFP binding; stronger effect = lower value; 0.48% of 310,000 active; AID 588358, 2011; Desmoglein-3 (Homo sapiens), P32926; binding (percent of control), % at 10 µM;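 active means binding more than 3 SD below its plate's average and above zero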;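 further: hits lower antibody fragment binding to DSG3; some compounds called inactive have numbers as strong as hits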
Numbers without * were called inactive; x = not tested or not shown.

The opening 5 entries, to show the layout:
(1) COC(=O)c1ccsc1NC(=O)CSc1nnnn1Cc1ccccc1
(2) O=C(C1CCC(=O)N(C2CCCC2)C1)N1CCN(Cc2cccc(Cl)c2)CC1 (configuration not stated)
(3) Cc1ccc2c(c1)c(-c1ccccc1)nc1nncn12
(4) CC(C)(C)[C@H]1CCC(=O)N([C@H](CN=[N+]=[N-])Cc2ccccc2)CC1
(5) O=S(=O)(/N=C(\c1ccc(Cl)cc1)N1CCOCC1)c1ccccc1

screen / no.	1	2	3	4	5
PKA-R1A act	5	10	-6	-8	-5
SUMO Mot1 rescue	-10	4	5	9	-6
dFosB activator	-9	-5	-12	-7	-7
CDK5 inh	-0.6	0.2	-0.5	-1.5	-0.4
PKA-R2B act	0	-3	-11	7	-6
SR-BI DiI-HDL act	-14	-7	14	15	11
DSG3 Ab inh	x	115	101	130	92
NSD2 HMT inh	-1	-3	x	x	-1
Arr AP2 block	15	-15	2	-2	-3
MITF TRPM1 HTS	-7	-8	x	3	-7
SR-BI HDL uptake	14	7	-14	-15	-11

Main list, from the first entry:
(1) COC(=O)c1ccsc1NC(=O)CSc1nnnn1Cc1ccccc1
(2) O=C(C1CCC(=O)N(C2CCCC2)C1)N1CCN(Cc2cccc(Cl)c2)CC1 (configuration not stated)
(3) Cc1ccc2c(c1)c(-c1ccccc1)nc1nncn12
(4) CC(C)(C)[C@H]1CCC(=O)N([C@H](CN=[N+]=[N-])Cc2ccccc2)CC1
(5) O=S(=O)(/N=C(\c1ccc(Cl)cc1)N1CCOCC1)c1ccccc1
(6) COc1ccc(F)c(CN2CCCC(CNS(=O)(=O)c3cccc4cccnc34)C2)c1 (configuration not stated)
(7) CC(=O)c1ccccc1OCCOc1ccccc1C(C)=O
(8) CC(Sc1nnc(Cn2c(=O)sc3ccccc32)n1C)c1ccccc1 (configuration not stated)

screen / no.	1	2	3	4	5	6	7	8
PKA-R1A act	5	10	-6	-8	-5	-9	-15	2
SUMO Mot1 rescue	-10	4	5	9	-6	-7	9	-6
dFosB activator	-9	-5	-12	-7	-7	-9	3	-9
CDK5 inh	-0.6	0.2	-0.5	-1.5	-0.4	2.2	2.0	1.0
PKA-R2B act	0	-3	-11	7	-6	-7	-2	-3
SR-BI DiI-HDL act	-14	-7	14	15	11	-4	0	15
DSG3 Ab inh	x	115	101	130	92	120	112	115
NSD2 HMT inh	-1	-3	x	x	-1	10	-2	x
Arr AP2 block	15	-15	2	-2	-3	6	29	10
MITF TRPM1 HTS	-7	-8	x	3	-7	1	x	-5
SR-BI HDL uptake	14	7	-14	-15	-11	4	0	-15

(9) CC(=O)N1CC(C)Sc2ccc(S(=O)(=O)N3CCCCC3)cc21 (configuration not stated)
(10) O=C(Nc1ccccc1C(=O)NCc1ccccc1)c1ccccc1Br
(11) CCN(C(=O)CCS(=O)(=O)c1ccc(Br)cc1)c1ccc2c(c1)OCO2
(12) O=C(CN1C(=O)c2cccc3cccc(c23)C1=O)N1CCN(Cc2ccc3c(c2)OCO3)CC1
(13) COc1ccc(-n2c(SCCC(=O)O)nnc2-c2ccncc2)cc1
(14) CCNC(=O)COc1cccc(C(=O)NCc2ccccc2)c1
(15) Cc1ccc(C(C(=O)NC2CCCC2)N(C(=O)Cc2cccs2)c2ccc3c(c2)OCCO3)cc1 (configuration not stated)
(16) CC1=C(C)CC(C(=O)NCCc2ccccc2)C(C(=O)O)C1 (configuration not stated)

screen / no.	9	10	11	12	13	14	15	16
PKA-R1A act	6	5	-4	-9	-4	-5	-3	4
SUMO Mot1 rescue	64	14	12	-2	-6	-2	-6	4
dFosB activator	-3	-7	-8	7	-4	2	0	3
CDK5 inh	-0.3	2.0	0.3	-0.7	0.5	-1.1	-2.1	0.5
PKA-R2B act	-9	8	-7	2	6	-1	1	-8
SR-BI DiI-HDL act	12	-11	-15	-25	3	26	7	-17
DSG3 Ab inh	105	113	102	95	x	101	102	105
NSD2 HMT inh	-10	-3	x	2	x	-3	0	-1
Arr AP2 block	2	-2	-4	31	-5	0	5	7
MITF TRPM1 HTS	5	4	3	-4	-2	0	7	2
SR-BI HDL uptake	-12	11	15	25	-3	-26	-7	17

(17) O=C(Nc1ccccc1N1CCCC1)c1cc(=O)[nH]c2ccccc12
(18) CCCN(CC(=O)Nc1ccc(NC(C)=O)cc1)CC(=O)Nc1ccc(F)c(F)c1F
(19) CCOc1ccc(N2C(=O)CC(n3nc(C)cc3C)C2=O)cc1 (configuration not stated)
(20) C=CCC(NC(C)c1ccccc1)c1ccco1 (configuration not stated)
(21) COc1cc(/C=N/Nc2nncn2/N=C/c2ccc(O)c(OC)c2)ccc1O
(22) COc1ccccc1CN1CC(C(=O)N2CCC(C(=O)c3ccccc3)CC2)CCC1=O (configuration not stated)
(23) COc1cccc(CNCc2ccccc2Br)c1OC
(24) CCc1ccc(S(=O)(=O)N2CCN(C(=O)c3cccnc3)CC2)cc1

screen / no.	17	18	19	20	21	22	23	24
PKA-R1A act	-8	11	-14	5	2	-6	0	-6
SUMO Mot1 rescue	x	-5	-1	-3	-8	10	25	-1
dFosB activator	-1	-8	-3	1	-10	-13	3	2
CDK5 inh	-0.5	4.2	-0.3	-0.8	9.7	0.5	-1.5	1.3
PKA-R2B act	-14	7	6	3	-7	-2	10	1
SR-BI DiI-HDL act	9	-26	13	15	2	7	11	0
DSG3 Ab inh	103	x	100	103	103	106	109	98
NSD2 HMT inh	2	-8	-4	-4	0	20	-4	0
Arr AP2 block	-9	-5	4	3	-3	-12	10	0
MITF TRPM1 HTS	0	5	5	-12	24	40	4	7
SR-BI HDL uptake	-9	26	-13	-15	-2	-7	-11	0

(25) O=C(c1nc2ccccn2c1CNCC1OCCc2ccccc21)N1CCOCC1 (configuration not stated)
(26) CCn1c2ccccc2c2nc3cc(S(=O)(=O)N4CCOCC4)ccc3nc21
(27) Cc1cccc(C)c1OCc1cn(CC(=O)c2ccc(O)cc2)nn1
(28) CCOC(=O)CN(C(=O)CSc1nnc(Cc2ccccc2)n1-c1ccc(C)cc1)c1ccccc1
(29) COC(=O)c1ccncc1C(=O)Nc1ccc(Oc2ncc(C(F)(F)F)cc2Cl)cc1
(30) COc1ccc(CCN2C(=O)CC(NNC(=O)c3ccccc3Br)C2=O)cc1 (configuration not stated)
(31) O=C(CSc1n[nH]c(=O)n1Cc1ccco1)c1ccc2c(c1)OCCO2
(32) Cc1ccc2c(c1)Oc1ccc(NC(=O)CCl)cc1C(=O)N2

screen / no.	25	26	27	28	29	30	31	32
PKA-R1A act	1	-14	2	3	9	4	1	2
SUMO Mot1 rescue	-1	x	x	x	369*	-6	-14	6
dFosB activator	-2	-6	-9	-9	5	-1	-8	0
CDK5 inh	-0.1	-0.8	0.5	-0.4	0.1	-0.4	-1.0	0.0
PKA-R2B act	-7	-2	-4	-3	-4	9	-6	-6
SR-BI DiI-HDL act	-11	-25	-14	-2	22	26	36	-8
DSG3 Ab inh	106	x	101	105	93	102	92	89
NSD2 HMT inh	-3	x	x	0	27	1	-1	2
Arr AP2 block	29	5	-8	1	4	8	-7	8
MITF TRPM1 HTS	-13	x	4	-5	-11	5	28	-89
SR-BI HDL uptake	11	25	14	2	-22	-26	-36	8

(33) O=[N+]([O-])c1c(-c2cn[nH]c2)n[nH]c1-c1cn[nH]c1
(34) Cc1ccc(Nc2nc(-c3ccc(F)cc3)cs2)nc1
(35) Cc1ccc2nc(C(O)C(O)c3nc4ccc(C)cc4[nH]3)[nH]c2c1 (configuration not stated)
(36) CSc1ccc(/C=C/C(=O)OCC(=O)NC2CCS(=O)(=O)C2)cc1 (configuration not stated)
(37) O=C(CSc1ccccc1)Nc1cc(Cl)ccc1Oc1ccccc1
(38) Cn1c(CCNC(=O)C2CCCCC2)nc2cc(NC(=O)c3cccs3)ccc21

screen / no.	33	34	35	36	37	38
PKA-R1A act	2	-5	-4	3	-4	2
SUMO Mot1 rescue	-6	168	1	6	3	x
dFosB activator	5	5	-1	-2	-11	0
CDK5 inh	-0.7	-1.3	-1.5	1.4	1.0	1.0
PKA-R2B act	-4	-7	-1	8	-8	-6
SR-BI DiI-HDL act	x	-49	23	-1	-63	16
DSG3 Ab inh	99	113	100	x	105	110
NSD2 HMT inh	-2	15	-1	x	-3	-4
Arr AP2 block	2	1	26	6	-5	23
MITF TRPM1 HTS	-15	x	x	2	-6	5
SR-BI HDL uptake	x	49	-23	1	63	-16
